# Screening data from PubChem.
# RTF Ca sens act: cardiac RTF calcium sensitivity activators, primary screen, biochemical, IANBD-TnC fluorescence, EC20 calcium. Troponin I, cardiac muscle (Homo sapiens) + Troponin T, cardiac muscle (Homo sapiens) + …. IANBD-labeled TnC RTF fluorescence at EC20 calcium; 0% EC20 calcium, 100% full calcium. activation, % at 7.2 µM. 0.24% of 340,000 active;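 active means activation above the mean over all tested compounds plus 3 SD, cut at about 30% in these data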;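 further: rise in fluorescence read as greater calcium sensitivity of cardiac thin filaments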
# PKA-R2B act: activators of PKA-R2B holoenzyme, primary screen, biochemical, fluorescence polarization, Cy5-IP20, human; PKA-R2B holoenzyme dissociation; R2B truncated from residue 108, S112A mutant; 0% DMSO only, 100% 113 µM cGMP; 0.079% of 340,000 active; activation, % at 11.4 µM; cAMP-dependent protein kinase catalytic subunit beta (Homo sapiens) + cAMP-dependent …; AID 504700, 2011;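 active means activation above a cutoff set at the mean over all compounds plus 3 SD, cut at about 18% in these data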;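 further: higher means more holoenzyme dissociation and a rise in polarization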
# Target sequence (P31323 whole entry, looked up, other chains not shown, the tested form may be a part): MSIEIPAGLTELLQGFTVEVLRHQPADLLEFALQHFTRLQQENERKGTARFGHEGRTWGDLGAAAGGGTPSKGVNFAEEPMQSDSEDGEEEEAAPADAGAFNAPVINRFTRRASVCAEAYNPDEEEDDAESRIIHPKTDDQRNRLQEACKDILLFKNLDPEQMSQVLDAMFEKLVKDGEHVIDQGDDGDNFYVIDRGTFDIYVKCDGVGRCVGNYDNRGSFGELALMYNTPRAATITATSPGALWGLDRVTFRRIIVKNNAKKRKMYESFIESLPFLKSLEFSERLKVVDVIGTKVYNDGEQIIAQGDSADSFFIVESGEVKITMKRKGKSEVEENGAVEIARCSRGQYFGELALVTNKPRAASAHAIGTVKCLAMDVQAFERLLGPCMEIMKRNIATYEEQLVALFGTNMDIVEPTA
# Keap1-Nrf2 PPI: Keap1-Nrf2 protein-protein interaction inhibitors, primary screen, biochemical, fluorescence polarization, single point | Kelch-like ECH-associated protein 1 (Homo sapiens), Q14145 | Keap1 Kelch-Nrf2 peptide fluorescence polarization, 1536-well | inhibition, % at 9.4 µM | 0.15% of 340,000 active | AID 504523, 2011; in the data active means inhibition above about 12%; inconclusive means no clear call, values can overlap the other calls; inactive means below about 7.3%;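 further: human Keap1 Kelch domain with fluorescein labeled Nrf2 9mer peptide probe; 0% = neutral control wells and 100% = peptide positive control; higher means more block of Keap1 binding to Nrf2 peptide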
# SR-BI uptake up: activators of SR-BI mediated DiI-HDL uptake, primary screen, ldlA[mSR-BI] CHO cells, DiI fluorescence | activation, % at 12.5 µM | 3 h; 100 = double the neutral-control signal | 0.096% of 320,000 active;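 active means mean replicate activation of at least 60% and every replicate at or above 60%; inconclusive means mean or all-replicate condition met, but not both; inactive means mean below 60% and not all replicates reaching 60%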;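 further: 0% = median plate neutral-control signal and 100% = twice that signal; values of inactives mirror those of a sister screen read the other way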
#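 System: LDL receptor-deficient CHO ldlA cells overexpressing murine SR-BI | Timing: 3 h uptake period with compound, 37 °C | Medium: HEPES-buffered (25 mM, pH 7.4) F12 plus 0.5% BSA | Dosing: Single-point compound dose | Signal: Bottom-read fluorescence, 550/595 nm | Read-out: Retained DiI signal reflecting DiI-HDL uptake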
# C-LANA FP: inhibitors of KSHV C-LANA binding to DNA, primary screen, biochemical, fluorescence polarization, FAM-LBS DNA, MBP-C-LANA, single point; inhibition, % at 9 µM; Kaposi's sarcoma herpesvirus LANA C-terminal domain (residues 932-1162) DNA binding; 0.078% of 340,000 active;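 active means highest replicate inhibition at or above 60% at 9 µM, even if other replicates fall short; inactive means all replicates below 60% inhibition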;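 further: 0% = neutral control wells and 100% = 4 µM acridine orange control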
# Rtt109 Vps75: inhibitors of C. albicans Rtt109/Vps75 HAT, primary screen, biochemical, ThioGlo CoA-SH fluorescence, plate reader; Histone acetyltransferase RTT109 (Candida albicans (strain SC5314 / ATCC MYA-2876)), …; purified Rtt109/Vps75, 4 h; inhibition, % at 34.9 µM; 0.16% of 330,000 active; AID 540336, 2011;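 active means inhibition of at least 50% in every replicate; inconclusive means best replicate reaches 50% inhibition but some replicates fall short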
# Target sequence (Q5AAJ8 whole entry, looked up): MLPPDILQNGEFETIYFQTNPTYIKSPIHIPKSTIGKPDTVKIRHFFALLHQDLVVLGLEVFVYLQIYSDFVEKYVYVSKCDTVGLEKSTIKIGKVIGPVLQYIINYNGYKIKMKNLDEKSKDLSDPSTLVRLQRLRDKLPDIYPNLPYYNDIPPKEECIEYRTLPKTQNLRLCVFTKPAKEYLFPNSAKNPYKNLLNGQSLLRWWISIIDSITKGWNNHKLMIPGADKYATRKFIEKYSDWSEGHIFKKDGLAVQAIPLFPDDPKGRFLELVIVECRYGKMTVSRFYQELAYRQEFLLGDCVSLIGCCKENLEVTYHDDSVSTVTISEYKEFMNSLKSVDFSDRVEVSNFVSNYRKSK
# CAL PDZ FP-1: CAL PDZ peptide-binding inhibitors, primary screen, biochemical, fluorescence polarization, Cer-tagged CAL PDZ, HTS | Golgi-associated PDZ and coiled-coil motif-containing protein (Homo sapiens), Q9HD26 | purified CAL PDZ, TMR-peptide fluorescence polarization, 1 h | inhibition, % at 20 µM | 0.02% of 330,000 active | AID 504414, 2011;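 active means highest replicate inhibition of at least 40%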;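 further: plate controls were DMSO neutral control wells for no effect and unlabeled competitor peptide control wells for full effect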
#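 Assay system – tagged CAL PDZ protein CerCALP, purified · Timing – 1 h at RT · Compound – single point, 20 µM · Measured by – fluorescence polarization from S- and P-plane intensities, G-factor corrected · Evaluation – inhibition from polarization loss · Probe or stimulus – TMR reporter peptide T*-PRC34 · Buffer or medium – pH 7.4 phosphate-saline buffer, reducing agent, detergent, IgG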
# Cardiac RTF inh: cardiac RTF calcium sensitivity inhibitors, primary screen, biochemical, IANBD-TnC fluorescence, EC70 calcium; inhibition, % at 7.15 µM; IANBD-labeled cardiac RTF, Ca2+ fluorescence; Troponin I, cardiac muscle (Homo sapiens) + Troponin T, cardiac muscle (Homo sapiens) + …; AID 493244, 2011; 0.12% of 340,000 active;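 active means inhibition above the mean inhibition of all tested compounds plus 3 SD, cut at about 17% in these data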;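 further: assay run at fixed EC70 calcium of 1.6 mM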
# DAGLB inhibitor: DAGLB lipase inhibitors, primary screen, biochemical, fluorescence, HTS; Diacylglycerol lipase-beta (Homo sapiens), Q8NCG7; HEK293T DAGLB membrane lysate, EnzChek fluorogenic substrate; inhibition, % at 5.17 µM; 0.059% of 340,000 active; in the data active means inhibition above about 34%;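 further: 0% = enzyme with vehicle and 100% = wells lacking enzyme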
# CAL PDZ FP-2: untagged CAL PDZ binding inhibitors, primary screen, biochemical, fluorescence polarization, HTS; inhibition, % at 24.9 µM; Golgi-associated PDZ and coiled-coil motif-containing protein (Homo sapiens), Q9HD26; 0.92% of 300,000 active; purified CAL PDZ, TMR-peptide fluorescence polarization, 1 h; AID 602252, 2012;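 active means mean inhibition of at least 30% with at least half of replicates also reaching 30%; inconclusive means no clear call, values can overlap the other calls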;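 further: 0% = DMSO neutral control and 100% = excess unlabeled competitor peptide PRC23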
# An asterisk follows results filed as active; ? = inconclusive; nt = no result given.
# Under each structure: RTF Ca sens act	PKA-R2B act	Keap1-Nrf2 PPI	SR-BI uptake up	C-LANA FP	Rtt109 Vps75	CAL PDZ FP-1	Cardiac RTF inh	DAGLB inhibitor	CAL PDZ FP-2
Oc1ccc(Br)cc1CNc1cccc2cccnc12
→ -8.3	-2.4	-0.1	-11.3	-2.7	1.8	0.0	-2.8	1.1	-5.5
O=S(=O)(Nc1ccc(-n2cccc2)cc1)c1ccc(Cl)c(Cl)c1
→ -1.6	-3.2	6.8	27.5	1.4	24.0	-1.1	-0.3	-3.3	-4.7
COc1ccc2c(Cl)c(C(=O)NN)sc2c1
→ 0.9	0.2	-5.6	-71.2	0.4	-7.5	-2.2	-10.7	-6.7	-3.7
CCc1ccc(OCC(=O)NNC(=O)Cc2c(F)cccc2Cl)cc1
→ -5.2	0.0	1.3	7.9	1.3	?	-2.1	1.7	-6.4	-1.8
COc1ccc(CCNC(=O)CC(c2ccccc2)c2cc(C)ccc2O)cc1OC (stereo not drawn)
→ 4.0	-2.4	-0.9	-18.3	1.0	0.2	-4.3	-9.0	-0.4	-1.5
CCOC(=O)c1c(C)[nH]c(C)c1S(=O)(=O)NCCN1CCN(c2ccccc2F)CC1
→ 2.3	4.2	-5.4	-1.1	0.1	7.3	0.0	-4.8	1.9	-1.5
O=C(CN1CCCC1)N/N=C/c1c(O)ccc2ccccc12
→ -0.9	3.5	-5.8	7.9	-1.6	1.3	2.1	0.1	-0.2	-1.2
CC(C)CC(=O)Nc1cccc(-c2cn3ccsc3n2)c1
→ -6.3	1.4	1.8	16.7	-0.4	-16.2	-0.2	-15.0	1.5	-3.1
COc1cccc(/C=C/C(=O)Nc2ccc3c(c2)OCCO3)c1
→ -1.0	2.5	-4.5	-60.7	-0.3	5.5	-2.6	-2.4	-2.9	-0.1
Cc1nnc(SCc2ccon2)n1-c1ccccc1
→ 6.7	0.8	-4.8	-4.9	0.8	4.4	-1.4	-3.2	-1.0	0.0
COc1ccc(C(=O)N/C(=C\c2cn(S(=O)(=O)N(C)C)c3ccccc23)C(=O)N2CCOCC2)cc1
→ -5.1	-3.6	2.4	11.8	1.4	11.9	-1.0	-4.4	0.1	-8.7
CCN1C(=O)C2(C(C#N)=C(N)Oc3n[nH]c(-c4ccccc4)c32)c2ccccc21 (stereo not drawn)
→ -4.6	14.8	0.8	-6.7	-0.6	-5.0	-1.3	2.0	-0.2	-3.2
Cc1cc(N2C(=O)C(=O)/C(=C(/O)c3ccccc3)C2c2cccs2)no1 (stereo not drawn)
→ -6.2	-10.4	-2.7	-1.1	-0.2	3.3	-2.7	4.2	-0.8	-3.4
CSc1ccccc1NC(=O)CN(C)C(=O)CNc1ccc(C(F)(F)F)cc1[N+](=O)[O-]
→ -0.1	6.6	-2.1	15.2	1.3	12.5	-0.5	-3.2	1.8	-0.6
COc1ccccc1NC(=O)CCS(=O)(=O)c1ccccc1
→ 2.1	-2.2	-4.3	-6.0	2.4	-1.1	-1.6	-4.2	0.0	10.5
O=C(NCc1cccnc1)Nc1cccc(F)c1
→ -5.5	-3.9	2.3	-7.0	-1.3	nt	-1.1	-1.5	1.8	-2.4
CCOC(=O)NC(=O)C(/C=N/c1sccc1C(=O)OC)=C(\C)O
→ nt	nt	0.6	13.1	4.0	14.3	0.1	nt	nt	6.8
Cc1cc(C)cc(N(C(=O)CNC(=O)c2ccco2)C(C(=O)NC2CCCC2)c2cccnc2)c1 (stereo not drawn)
→ 0.2	13.7	2.3	10.8	0.4	20.6	-2.8	-3.0	1.5	-1.2
CCOc1ccc(OCC(=O)OC(C)C(=O)Nc2ccc(Cl)cn2)cc1 (stereo not drawn)
→ -7.7	-7.1	-4.9	-0.3	3.5	4.6	-2.1	-8.7	-7.6	-4.2
Cc1cc(C)c2nc(SCC(=O)NNC(=O)c3ccco3)c(C)cc2c1
→ 0.6	-9.8	2.4	-28.5	2.1	-0.7	-0.6	5.4	-2.1	-2.6
CN(C)c1ccc(CNn2cnnc2SCC(=O)NC(C)(C)C)cc1
→ 4.8	-9.3	-9.8	10.6	0.4	17.8	-0.4	-13.4	0.1	1.7
Nc1ccc2c(c1)nnn2-c1ccccc1
→ -4.1	2.6	-3.7	-0.2	-1.2	-13.0	-0.3	-1.9	2.5	-4.0
O=C(NCc1ccco1)c1cccc(NC(=O)c2ccco2)c1
→ -8.0	-4.9	-1.8	-22.1	1.1	0.6	-2.1	1.0	1.7	nt
O=c1ccsn1Cc1ccccc1
→ 13.9	2.4	-5.7	16.4	0.5	-3.0	0.7	2.2	2.6	1.7
O=C(CSc1nc2c([nH]c3ccccc32)c(=O)n1-c1cccc(Cl)c1)N1CCOCC1
→ -3.8	-5.5	-0.6	nt	-0.6	8.9	-0.1	0.1	3.1	nt
COc1ccc(C2CC(c3ccc4ccccc4c3OC(C)=O)=NN2C(C)=O)cc1 (stereo not drawn)
→ 3.8	4.7	-2.9	-40.9	2.8	0.9	-1.5	-5.8	-5.1	nt
C=CCNC(=O)N1CCCC(C(=O)c2cccc(Cl)c2)C1 (stereo not drawn)
→ 1.1	-11.5	-2.8	6.3	-0.7	6.6	-0.9	-14.0	-0.2	-3.5
CCC(C)[C@H](NC(=O)CCn1nnc2ccccc2c1=O)C(=O)O (stereo partly drawn)
→ 2.7	-6.8	-7.3	10.4	-1.0	4.4	-1.9	-5.4	-3.4	0.1
Cc1noc(/C=C/N(C)C)c1S(=O)(=O)N1CCc2ccccc21
→ 1.6	5.6	-6.3	11.1	-2.5	6.1	-0.3	-4.1	3.1	nt
Cc1ccc(CNS(=O)(=O)c2c(C)nc3scc(C)n3c2=O)cc1
→ -3.0	-2.7	2.6	-0.4	0.7	-6.7	-2.4	-7.0	-2.0	-1.7
CCCc1n[nH]c(=O)c2c1nnn2Cc1ccccc1
→ 4.8	4.4	0.3	15.5	-0.8	-1.9	-0.8	-0.9	2.4	-0.7
O=C(CN1CCN(c2ccccc2)CC1)Nc1ccc2c(c1)OCCO2
→ 5.7	2.8	5.9	8.1	0.1	-3.3	-0.6	-9.2	-1.3	-2.1
CCC(C)[C@H]1CNCCN1CCc1cccc2ccccc12 (stereo partly drawn)
→ -1.7	-4.2	-4.1	17.9	-1.8	0.4	-1.8	7.8	-0.6	3.2
CCCC1C(C(=O)OCC)=C(C)NC(C)=C1C(=O)OCC
→ 0.3	-5.6	0.9	-6.8	-0.1	2.5	nt	-6.3	-2.9	-5.3
Cc1c(NC(=S)NC(=O)c2ccccc2Br)c(=O)n(-c2ccccc2)n1C
→ 5.5	-11.6	-2.1	3.0	-1.4	1.5	-1.4	-4.3	-3.3	-6.3
Cc1cc(NC(=O)CCCC(=O)N(CC(=O)NCCc2ccccc2)Cc2ccc(F)cc2)no1
→ -3.1	-2.6	-5.1	17.0	-0.6	-5.0	-1.6	1.6	1.0	nt
CS/C(=C\[N+](=O)[O-])Nc1ccccc1
→ 11.3	1.2	5.1	2.1	1.7	1.4	-1.0	-16.2	-0.2	1.8
O=C(Nc1ccc(NC(=O)c2cccs2)c(Cl)c1)c1ccco1
→ 2.3	2.2	-1.5	-39.4	1.4	3.1	-1.4	-0.8	-1.9	-5.4
O=C(O)c1ccc(Cl)c(S(=O)(=O)Nc2ccc3cn[nH]c3c2)c1
→ -1.5	-8.9	-0.2	5.7	3.0	4.6	-0.3	-13.0	1.1	2.2
CC1CCCN(Cc2c(C(=O)N3CCc4ccccc4C3)nc3ccc(Cl)cn23)C1 (stereo not drawn)
→ -8.6	2.2	0.1	-1.1	0.0	5.5	-0.4	1.0	-2.8	nt
Cn1nnc2cc(C(=O)N3CCSCC3)ccc21
→ -0.4	-0.5	0.4	5.9	2.3	6.0	nt	-8.4	-1.1	3.0
CC(c1ccco1)N(Cc1ccco1)C(=O)Nc1ccccc1 (stereo not drawn)
→ 1.6	5.2	-7.6	-5.1	1.3	6.8	-0.6	-12.5	3.7	1.3
COC(=O)c1c(C(=O)OC)c(-c2ccccc2)n2c1CS(=O)C2 (stereo not drawn)
→ -5.3	-3.7	-3.8	18.9	-2.6	-4.6	nt	-9.3	4.0	0.6
O=C(c1ccccc1)C1N=NCC1c1ccc(Cl)cc1 (stereo not drawn)
→ 1.7	-14.3	1.9	1.0	-1.2	-4.0	-0.8	-7.0	-5.0	174.1*
COc1ccc(C(=O)NCC2CCCCC2)cc1S(=O)(=O)N1CCCC1
→ -0.9	-1.5	-7.7	-14.1	0.2	0.3	0.2	-3.3	-0.4	-7.0
CN(C)c1ccc(C(=S)N2CCOCC2)cc1
→ -1.6	1.3	-1.6	-31.6	0.9	5.5	-0.5	-6.7	0.2	1.4
COc1ccc(Nc2cc(C(=O)NCCCN3CCOCC3)c3ccccc3n2)cc1OC
→ -2.7	0.0	-3.2	-33.9	-1.3	13.5	nt	-15.3	-2.3	-4.7
O=C(COc1ccccc1)Nc1nccs1
→ 2.4	2.3	-3.5	33.7	0.3	-4.9	-1.0	5.1	1.8	-6.5
COc1ccccc1CC(=O)Nc1ccc2c(c1)CCC2
→ -3.3	7.1	-1.4	-3.4	-0.3	-2.6	-3.1	9.4	-2.9	-2.2
CCSc1nnc(Cn2c(=O)sc3ccccc32)n1-c1ccccc1C
→ 14.1	-14.2	-5.1	-2.1	0.9	-0.6	-0.9	-3.1	-0.9	nt
Cc1csc(SCC(=O)NC(C)C2CC3CCC2C3)n1 (stereo not drawn)
→ -2.8	6.1	-5.5	12.1	1.6	3.2	-2.2	-2.4	-2.3	-2.8
